Screens from PubChem.
FN deposition inh = inhibitors of fibronectin matrix deposition, primary screen, AH1F cells, Alexa488-fibronectin fluorescence, plate reader | 0.086% of 350,000 active | inhibition, % at 12.6 µM | AID 743247, 2014 | AH1F fibroblasts, overnight;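 active = mean inhibition across replicates of 30% or more, regardless of how many single replicates reach that level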;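 also: positive control wells lacked labelled fibronectin entirely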
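Material – AH1F fibroblast monolayer, labelled fibronectin deposition · Reagent – labelled fibronectin 24 nM · Timing – 1 h adhesion, overnight exposure · Measured by – fluorescence at 485 nm excitation, 525 nm emission · Read-out – inhibition of fibronectin deposition signal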
S100A4 inh HTS = inhibitors of S100A4-myosin IIA peptide binding, primary screen, biochemical, fluorescence polarization, TAMRA-MyoIIA peptide. Protein S100-A4 (Homo sapiens), P26447. 0.14% of 360,000 active. inhibition, % at 10.7 µM;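 active = mean inhibition of at least 70% across replicates, with every replicate also reaching that level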
Target sequence (P26447 whole entry, looked up): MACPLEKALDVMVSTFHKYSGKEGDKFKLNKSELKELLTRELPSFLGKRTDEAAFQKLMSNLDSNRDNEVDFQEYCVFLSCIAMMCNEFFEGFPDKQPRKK
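Test system – S100A4 monomer (human) · Compound – single-point compound testing · Schedule – 5 min incubation before reading · Probe or stimulus – TAMRA-labelled myosin IIA heavy-chain peptide probe, 5 nM · Benchmarks – neutral control DMSO, positive control TFP · Medium – Calcium-containing HEPES buffer, pH 7.2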
EWS-Fli block = EWS/Fli-driven NR0B1 reporter inhibitors, primary screen, A673 cells, NR0B1 luciferase, luminescence, MLPCN library; viability-normalised; inhibition, % at 12.6 µM; 0.67% of 350,000 active; AID 651661, 2012;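 active = mean inhibition of at least 50% after viability correction, with every replicate also passing that limit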;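 also: firefly luciferase signal divided by Alamar Blue viability fluorescence both relative to DMSO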
PAX8 reporter = inhibitors of PAX8-driven TPO luciferase reporter, primary screen, RMG-I cells, single concentration | SteadyGlo, 24 h | AID 652154, 2013 | inhibition, % at 12.6 µM | 1.2% of 360,000 active;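 active = mean replicate inhibition at least 60% with every replicate also reaching 60%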;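 also: luciferase light reporting Pax8 driven TPO promoter activity; plate controls were median of neutral control wells for no effect and mitoxantrone controls for full effect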
ERAP1 HTS inh = human ERAP1 aminopeptidase inhibitors, primary screen, biochemical, single point, plate reader. recombinant ERAP1, Leu-AMC fluorescence, 60 min. inhibition, % at 10.7 µM. 0.15% of 340,000 active;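 active = mean replicate inhibition of at least 30%, or all replicates individually reaching that 30% level; inactive = mean below 30% and not every replicate reaching it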;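 also: 0% = neutral control wells and 100% = L-leucinethiol positive control wells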
Target sequence (Q9NZ08 whole entry, looked up): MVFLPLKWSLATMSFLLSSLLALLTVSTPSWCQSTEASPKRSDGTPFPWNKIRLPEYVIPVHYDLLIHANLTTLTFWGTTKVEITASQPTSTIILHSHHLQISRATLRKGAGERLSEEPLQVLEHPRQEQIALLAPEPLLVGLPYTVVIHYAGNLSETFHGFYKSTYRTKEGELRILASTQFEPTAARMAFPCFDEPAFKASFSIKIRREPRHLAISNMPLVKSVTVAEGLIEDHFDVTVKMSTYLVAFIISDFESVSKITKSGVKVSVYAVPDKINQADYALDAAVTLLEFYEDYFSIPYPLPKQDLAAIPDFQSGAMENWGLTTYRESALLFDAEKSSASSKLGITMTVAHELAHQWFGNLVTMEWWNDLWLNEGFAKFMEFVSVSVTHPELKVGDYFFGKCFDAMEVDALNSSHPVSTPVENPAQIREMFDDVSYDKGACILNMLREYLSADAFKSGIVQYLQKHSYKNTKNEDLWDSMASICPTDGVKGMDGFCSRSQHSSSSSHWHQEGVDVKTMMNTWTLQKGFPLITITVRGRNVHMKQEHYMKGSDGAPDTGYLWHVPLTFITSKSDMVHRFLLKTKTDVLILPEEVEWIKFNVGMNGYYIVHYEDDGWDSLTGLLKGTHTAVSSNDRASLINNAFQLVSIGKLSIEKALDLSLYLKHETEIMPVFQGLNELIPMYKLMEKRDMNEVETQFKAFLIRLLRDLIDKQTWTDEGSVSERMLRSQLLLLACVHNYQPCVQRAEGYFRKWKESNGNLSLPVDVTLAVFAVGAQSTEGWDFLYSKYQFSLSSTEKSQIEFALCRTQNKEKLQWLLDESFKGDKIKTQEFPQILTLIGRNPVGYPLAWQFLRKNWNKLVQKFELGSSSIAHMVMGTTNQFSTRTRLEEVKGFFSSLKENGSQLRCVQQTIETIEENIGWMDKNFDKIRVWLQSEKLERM
PglD DTNB = C. jejuni PglD acetyltransferase inhibitors, primary screen, biochemical, DTNB colorimetric, single point; UDP-N-acetylbacillosamine N-acetyltransferase PglD (Campylobacter jejuni); purified PglD enzyme, DTNB colorimetric CoA detection; inhibition, % at 12.5 µM; 0.098% of 360,000 active; AID 602405, 2012; in the data active = inhibition above about 16%, passing the limit was not always enough; also: strong numbers were not always called active
LGR2 inh = inhibitors of bursicon-induced LGR2 CRE-luciferase signal, primary screen, cell-based, HEK293, CRE-luciferase reporter, bursicon stimulation | Drosophila bursicon receptor LGR2 (rickets) | bursicon-stimulated, 4 h | inhibition, % at 9.99 µM | 0.35% of 380,000 active | AID 720647, 2013;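 active = drop in luminescence signal, shown as inhibition above about 50% in the replicate tests, limit read from the data, passing the limit was not always enough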;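 also: agonist challenge used bursicon conditioned medium at about half maximal strength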
PGC1a acetyl inh = inhibitors of PGC1a acetylation signal, primary screen, cell-based, U2OS, AlphaScreen, inhibitor mode; AlphaScreen anti-acetyl-lysine; with virally co-expressed GCN5 acetyltransferase; inhibition, % at 15.6 µM; 0.17% of 350,000 active;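 active = every replicate shows inhibition of at least 40%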;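 also: 0% = neutral control wells and 100% = positive control wells; some results beyond the cut were filed as inactive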
* hit, by the source's call; . = no result given; & = joins results of further samples.

SMILES	FN deposition inh	S100A4 inh HTS	EWS-Fli block	PAX8 reporter	ERAP1 HTS inh	PglD DTNB	LGR2 inh	PGC1a acetyl inh
CN(C)CCNc1ccc(-c2n[nH]c(=O)c3ccccc23)cc1[N+](=O)[O-]	-6.4	-5.0	3.6	-9.4	0.6	-6.8	-32.5	2.3
C[C@@H]1CN([C@H](C)CO)S(=O)(=O)c2ccc(-c3cccnc3)cc2O[C@H]1CN(C)Cc1cccnc1	0.4	.	3.9	.	.	.	-8.6	8.1
COC(=O)C(C(=O)Nc1cccc(Cl)c1C)C1CCCC1 (centres undefined)	.	-16.7	14.2	3.9	1.3	.	0.1	.
CCOC(=O)N1CCC(NC(=O)c2cc(C(=O)NC3CCN(Cc4ccccc4)CC3)ccc2CO)CC1	.	1.2	0.3	7.3	-1.2	.	-0.7	0.1
CSc1ncccc1C(=O)N1CCCC(N2CCN(c3ccccc3C)CC2)C1 (centres undefined)	.	0.8	2.4	15.6	0.3	.	-20.3	.
CC1=C(C)CC(C(=O)Nc2nc(-c3ccc(F)cc3)c(C)s2)C(C(=O)O)C1 (centres undefined)	-1.7	-0.6	4.5	-24.3	6.6	.	9.2	.
C[C@@H]1CN([C@@H](C)CO)C(=O)c2cc(NS(=O)(=O)c3cccs3)ccc2O[C@@H](C)CCCCO[C@@H]1CN(C)Cc1ccc(C(=O)O)cc1	.	7.9	-8.8	1.0	-0.5	-2.0	-9.2	-1.5
Cc1nnc(NC(=O)CSc2nc(C3CCCCC3)nc3ccccc23)s1	.	-2.3	-22.2	.	0.7	2.1	14.7	4.7
O=C(C[C@H]1CC[C@H]2[C@@H](COC[C@@H](O)CN2Cc2ccccc2F)O1)NCc1ccccc1F	-1.2	2.5	-4.0	1.1	-1.1	-4.7	-25.4	11.4
C[C@H]1CCCCO[C@H](CN(C)S(=O)(=O)c2cn(C)cn2)[C@@H](C)CN([C@@H](C)CO)C(=O)c2cc(NC(=O)CCC(F)(F)F)ccc2O1	.	-2.9	-5.9	-12.9	-1.3	-2.1	-2.5	.
CC(C)NC(=O)N(C)C[C@H]1OCCCC[C@H](C)Oc2ccc(NC(=O)CCC(F)(F)F)cc2C(=O)N([C@@H](C)CO)C[C@@H]1C	2.7	16.6	.	2.0	-0.4	-1.5	-8.8	-1.6
Cc1cccc(OCC(=O)Nc2cc(S(=O)(=O)N3CCCCC3)ccc2N2CCN(C)CC2)c1	-6.1	-3.3	15.1	-8.7	-1.0	.	21.5	.
C[C@H](NC(=O)c1cc2cc(Cl)ccc2n1C)C(=O)N1CCC[C@H]1C(=O)O	.	15.4	11.2	.	-1.9	-2.7	.	-13.0
COc1ccc(-c2ccc(CN3C(C(C)C)C(=O)N(Cc4cn(Cc5ccco5)nn4)CCS3(=O)=O)cc2)cc1OC (centres undefined)	-15.6	0.9	12.3	17.4	-3.4	0.2	-0.3	-0.3
O=C(c1cccc2ccccc12)N1CCN(c2ccc([N+](=O)[O-])c(N3CCOCC3)c2)CC1	1.3	-3.8	10.4	18.0	2.8	.	2.3	3.7

Single records, from the list above.
Profile of `CN(C)CCNc1ccc(-c2n[nH]c(=O)c3ccccc23)cc1[N+](=O)[O-]` = FN deposition inh: -6.4; S100A4 inh HTS: -5.0; EWS-Fli block: 3.6; PAX8 reporter: -9.4; ERAP1 HTS inh: 0.6; PglD DTNB: -6.8; LGR2 inh: -32.5; PGC1a acetyl inh: 2.3
Profile of `C[C@H](NC(=O)c1cc2cc(Cl)ccc2n1C)C(=O)N1CCC[C@H]1C(=O)O` = FN deposition inh: .; S100A4 inh HTS: 15.4; EWS-Fli block: 11.2; PAX8 reporter: .; ERAP1 HTS inh: -1.9; PglD DTNB: -2.7; LGR2 inh: .; PGC1a acetyl inh: -13.0

Additional results.
SMILES	FN deposition inh	S100A4 inh HTS	EWS-Fli block	PAX8 reporter	ERAP1 HTS inh	PglD DTNB	LGR2 inh	PGC1a acetyl inh
N#C/C(=N\Nc1ccc(Cl)cc1)C(=O)c1ccsc1	-7.3	10.2	-1.9	-13.3	4.5	2.2	2.9	11.6
O=C(N[C@@H]1C=C[C@H](CC(=O)N2CCc3ccccc3C2)O[C@@H]1CO)C1CCC1	9.9	23.4	.	.	-1.4	.	0.7	2.7
O=C(CN1CCOCC1)N1CCCCN2[C@H](C1)[C@H](c1ccc(-c3ccccc3)cc1)[C@@H]2CO	.	13.7	-2.1	-1.2	1.3	1.6	4.8	6.9
CCCC(=O)Nc1ccc2c(c1)OC[C@@H](C)N(C(=O)CN(C)C)C[C@H](C)[C@H](OC)CN(C)C2=O	9.7	18.5	4.7	-6.7	.	-3.1	-12.9	14.6
COc1ccc(NC(=O)Nc2ccc3c(c2)[C@H]2C[C@H](CC(=O)NCc4ccc5c(c4)OCO5)O[C@@H](CO)[C@H]2O3)cc1	-3.2	-5.9	5.0	17.2	1.4	0.9	8.0	9.6
COc1ccc(N2C(=S)N=C(Nc3ccccc3)C23CCCCC3)cc1	-20.7	3.3	10.2	-2.1	2.4	.	11.9	.
N#Cc1cccc(-c2ccc3c(c2)[C@@H]2[C@@H](CCN2S(=O)(=O)c2cccc(F)c2)[C@H](CO)N3)c1	15.0	-8.6	0.8	40.2	0.4	2.1	-5.5	-6.2
CC(=O)Nc1ccc(S(=O)(=O)NCCN2CCNC2=O)cc1Cl	-2.6	-1.0	-1.6	-4.4	3.1	2.8	9.7	.
COc1ccc(S(=O)(=O)N2CCCCC2)cc1NC(=O)CN(Cc1ccco1)Cc1ccco1	.	-3.5	27.3	48.6	2.0	0.2	13.0	-9.5
C[C@@H]1CN([C@H](C)CO)C(=O)Cc2cc(NC(=O)Cc3cn(C)c4ccccc34)ccc2O[C@H]1CN(C)C(=O)NC1CCCCC1	.	-0.1	5.3	12.0	0.9	-2.3	5.7	3.7
COc1ccccc1C(O)c1ncc(-c2cccc3ccccc23)[nH]1 (centres undefined)	2.2	-2.8	-10.0	6.7	1.2	4.3	.	-5.4
COc1cc2c(cc1Cl)C(=O)C(F)(c1ccccc1)C(=O)N2 (centres undefined)	-0.3	2.9	10.8	30.5	8.7	.	-3.1	.
O=C(C[C@H]1C[C@H]2c3cc(NC(=O)c4ccc5c(c4)OCO5)ccc3O[C@H]2[C@H](CO)O1)NCc1ccc(Oc2ccccc2)cc1	-10.6	-15.8	-10.4	-4.2	1.7	0.6	27.3	6.2
CCOC(=O)c1oc2ccccc2c1NC(=O)c1ccc2c(c1)OCO2	-7.3	.	.	.	.	-2.9	-21.1	-6.1
COc1cccc(CNC(=O)C2CCN(S(=O)(=O)c3ccc4c(c3)NC(=O)CO4)CC2)c1	2.2	-2.2	1.9	-10.4	-1.8	0.6	0.4	-2.6
Cc1ccc(C(=O)NNC(=O)CCCCC(=O)NNC(=O)c2ccc(C)cc2)cc1	2.2	-3.8	7.8	-6.9	0.6	4.5	7.4	3.3
CC(C)N(C(=O)CSc1nnnn1-c1ccc2c(c1)OCO2)C(C)C	-11.5	0.1	5.2	28.8	-0.2	.	-11.4	12.9
C[C@@H]1CN([C@H](C)CO)C(=O)c2ccccc2-c2ccccc2CO[C@H]1CN(C)C(=O)Nc1ccc(-c2ccccc2)cc1	11.4	-2.8	-5.6	10.6	1.6	.	13.2	.
CSc1ccc(CCNC(=O)c2ccc(CS(=O)Cc3ccc(Cl)cc3)o2)cc1 (centres undefined)	-16.7	-5.1	2.4	2.4	0.5	1.3	-18.2	25.0
C=CCn1c(CNC(=O)c2ccco2)nnc1SCC(=O)Nc1cccc(Br)c1	0.2	.	.	.	.	1.1	4.8	-8.4
C#CCNC(=O)C[C@H]1C[C@@]2(C(=O)OC)C(=C[C@H](COCc3ccccc3)O[C@@H]2C)N(Cc2ccc3c(c2)OCO3)C1=O	-2.0	-1.3	-11.2	-13.3	-1.5	.	-6.1	.
COc1ccccc1-c1cn(CC[C@@H]2CC[C@H](NS(=O)(=O)c3ccccc3C)[C@@H](CO)O2)nn1	-0.2	6.4	12.9	18.4	-5.2	2.5	11.0	-13.3
CC(=O)Nc1ccc(S(=O)(=O)Nc2cccc(-c3csc(C)n3)c2)cc1	-3.9	-1.8	3.0	10.3	3.9	7.8	.	.
O=C(CCNC(=O)c1ccc([N+](=O)[O-])cc1)NCc1ccccc1	0.6	-0.7	-5.3	-4.0	2.9	4.1	-26.2	.
CC(NC(=O)c1cc(Br)ccc1Cl)c1ccccc1 (centres undefined)	8.1	-13.8	-1.3	3.9	-3.6	-3.0	8.7	4.9
C=CCn1c(SCC(=O)Nc2ccc(Cl)cn2)nnc1C1CC1	.	-8.6	.	-2.6	-5.7	0.5	-3.4	.
O=C(N[C@@H]1CC[C@@H](CC(=O)N2CCOCC2)O[C@@H]1CO)c1cccc(F)c1	-9.9	-1.7	-4.0	1.4	-1.8	1.4	-6.3	-0.7
CN1OC[C@@H]2CN[C@H](c3ccc(N4CCCCC4)cc3)C[C@@H]21	3.6	-30.5	-59.9	-54.7	1.6	.	-51.3	.
CN(CCc1nc2ccc(Cl)cc2[nH]1)Cc1nc(CC2CC2)no1	3.6	-1.7	4.3	6.5	-2.7	.	-4.5	4.4
O=C(COc1ccccc1/C=C1/NC(=O)NC1=O)Nc1ccccc1	3.6	-1.5	-7.0	8.0	20.8	-2.2	4.3	2.9
CCC(C)N(CCNC(=O)c1ccc2c(c1)NC(=O)c1ccccc1S2)C1CCCCC1 (centres undefined)	2.0	-6.0	.	8.3	-6.7	-2.6	23.6	1.7
O=C(NCCN1CCC(n2c(=O)[nH]c3ccccc32)CC1)c1ccc(Cl)c(Cl)c1	0.4	-3.7	15.2	-11.4	-7.6	.	10.7	.
Cc1ccc(C(=O)NCCOc2cccc3cccnc23)cc1Cl	4.2	9.2	-2.3	-14.6	0.7	.	-0.8	0.5
COc1cc(OC)cc(C(=O)N[C@H](C(=O)OCC(=O)Nc2sccc2C#N)C(C)C)c1	0.4	-5.5	13.8	-5.1	0.5	.	2.6	.
COc1cccc(-c2ccc(C3[C@H]4CNC[C@@H]3N4C(=O)Nc3ccc(C(F)(F)F)cc3)cc2)c1 (some centres undefined)	-5.3&-7.0	.	-5.3&2.5	-11.9&4.0	.	.	-31.5&11.5	4.0&4.3
CCOC(=O)C1=C(C)Nc2nc(C)nn2C1c1cc(OC)ccc1OC (centres undefined)	21.0	0.8	-2.1	-20.3	.	5.8	6.5	2.9
CC[C@H](C)[C@H]1CNC(=O)C(=O)N1CC1CCN(CCc2ccc(OC)c(OC)c2)CC1	-0.8	-9.4	2.3	5.6	-1.8	.	9.5	.
C[C@H](CO)N1C[C@H](C)[C@H](CN(C)Cc2cncnc2)Oc2cc(/C=C/c3ccccc3)ccc2S1(=O)=O	.	16.7	0.0	3.9	0.1	1.0	20.8	8.0
COCCN(C(=O)CSc1nc(N)cc(=O)[nH]1)c1c(N)n(Cc2ccccc2)c(=O)[nH]c1=O	-4.1	-7.9	-6.2	-14.6	-1.9	-3.7	-8.0	0.8
O=C(CCS(=O)(=O)Cc1ccc(Cl)cc1)NCCc1ccccc1	-2.3	1.1	10.5	-2.4	.	-0.4	0.8	2.2
Cc1ccccc1C(=O)NC(=S)N(Cc1ccccc1)c1ccccn1	-3.3	-16.0	-17.7	-31.8	-2.6	4.3	-7.5	1.9
